PRC2 inh – blocks human EZH2/PRC2 H3K27 methylation | Q15910 | DELFIA TRF, 1 h | inhibition, % at 12.5 µM | 57,000 compounds, 0.35% hits | AID 651548;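 active = mean inhibition of replicates at least 50% and every single replicate also reaching 50%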;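 also: dimethyl H3K27 on biotinylated H3 21-44 peptide detected by antibody; plate controls were median neutral control wells for no effect and median positive control wells for full effect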
Target sequence (Q15910 whole entry, looked up): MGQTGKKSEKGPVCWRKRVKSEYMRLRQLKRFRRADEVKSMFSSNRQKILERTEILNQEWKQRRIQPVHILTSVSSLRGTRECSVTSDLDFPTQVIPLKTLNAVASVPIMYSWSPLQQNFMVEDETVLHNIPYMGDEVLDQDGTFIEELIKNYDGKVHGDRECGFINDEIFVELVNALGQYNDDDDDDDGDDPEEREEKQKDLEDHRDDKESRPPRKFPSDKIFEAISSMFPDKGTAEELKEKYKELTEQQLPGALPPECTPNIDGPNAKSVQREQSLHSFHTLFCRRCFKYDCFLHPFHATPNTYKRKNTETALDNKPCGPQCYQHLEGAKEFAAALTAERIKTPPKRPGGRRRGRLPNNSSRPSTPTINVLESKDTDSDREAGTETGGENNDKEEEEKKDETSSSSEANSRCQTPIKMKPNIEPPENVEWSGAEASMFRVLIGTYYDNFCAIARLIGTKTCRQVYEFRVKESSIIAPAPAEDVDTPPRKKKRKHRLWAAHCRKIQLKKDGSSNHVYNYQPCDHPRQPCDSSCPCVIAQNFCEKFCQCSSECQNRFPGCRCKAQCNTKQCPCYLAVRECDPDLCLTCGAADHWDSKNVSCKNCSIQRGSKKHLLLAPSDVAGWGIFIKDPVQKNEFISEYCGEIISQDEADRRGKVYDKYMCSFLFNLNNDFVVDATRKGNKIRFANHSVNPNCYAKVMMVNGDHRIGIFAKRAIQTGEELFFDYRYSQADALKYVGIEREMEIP
IDH1 R132H inh – IDH1 R132H (human) inhibition. O75874. inhibition, % at 10 µM. AID 624101. 70,000 compounds, 0.18% hits. IDH1 R132H reductase, diaphorase/resazurin fluorescence, 60 min; in the data active = inhibition above about 34%;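 also: 0% = DMSO and 100% = no enzyme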
Numbers without * were called inactive; x = not tested or not shown. Only part of the results is shown. The share of hits here may be higher or lower than overall.

mol,PRC2 inh,IDH1 R132H inh
CO[C@@H]1CN(C)C(=O)c2ccc(NC(=O)C3CC3)cc2OC[C@H](C)N(C(=O)NC(C)C)C[C@H]1C,-3.9,0.0
C[C@H](CO)N1C[C@H](C)[C@H](CN(C)Cc2cccc(F)c2)Oc2ncc(C#C[C@@H](C)O)cc2C1=O,5.0,1.4
C[C@H](NC(=O)C[C@@H]1C[C@H]2c3cc(NS(C)(=O)=O)ccc3O[C@H]2[C@@H](CO)O1)c1ccccc1,-20.6,-0.5
COc1ccc(N(C(C)C(=O)Nc2ccc(Br)cc2F)S(C)(=O)=O)cc1 (stereo unspecified),5.8,-0.1
CO[C@H]1CN(C)C(=O)c2ccc(NC(=O)C3CC3)cc2OC[C@@H](C)N(Cc2cccnc2)C[C@H]1C,-1.4,0.1
C[C@@H]1CN([C@@H](C)CO)S(=O)(=O)c2ccc(-c3cccnc3)cc2O[C@@H]1CN(C)C(=O)CC1CC1,1.6,-4.1
CC1(C)COC(CCC/C=N/NC(=O)CCCCCCC(=O)O)OC1,4.5,x
CC(C)CC#Cc1ccc2c(c1)O[C@H](CN(C)C(=O)Cc1ccncc1)[C@@H](C)CN([C@@H](C)CO)S2(=O)=O,x,0.4
C[C@@H]1CCCCO[C@@H](CN(C)CC2CCCCC2)[C@H](C)CN([C@H](C)CO)C(=O)c2cc(NC(=O)Nc3ccc4c(c3)OCO4)ccc2O1,x,-0.5
C[C@@H]1CN([C@@H](C)CO)C(=O)c2cccc(NS(=O)(=O)c3cn(C)cn3)c2O[C@@H]1CN(C)S(=O)(=O)c1ccc(Cl)cc1,x,-6.4
C/C=C/c1ccc2c(c1)O[C@@H](CN(C)C(=O)C1CCCCC1)[C@@H](C)CN([C@H](C)CO)S2(=O)=O,-3.6,x
C[C@H]1CCCCO[C@H](CN(C)Cc2ccc(C(F)(F)F)cc2)[C@@H](C)CN([C@@H](C)CO)C(=O)c2cc(NC(=O)c3ccccc3)ccc2O1,x,1.4
C[C@@H]1CN([C@H](C)CO)C(=O)c2cccc(NC(=O)CCCCCC(=O)Nc3ccccc3N)c2O[C@@H]1CN(C)C(=O)NC1CCCCC1,-25.9,x
C[C@H](CO)N1C[C@H](C)[C@@H](CN(C)Cc2ccccc2)Oc2ccc(NC(=O)CCC(F)(F)F)cc2CC1=O,-5.3,0.2
Cc1ccnc(NS(=O)(=O)c2ccc(NC(=O)c3oc4ccccc4c3C)cc2)n1,22.1,3.9
O=C(C[C@H]1C[C@@H]2c3cc(NC(=O)NC4CCCCC4)ccc3O[C@@H]2[C@@H](CO)O1)NCc1ccccc1,-10.3,0.7
O=C(C[C@H]1C[C@@H]2c3cc(NC(=O)Nc4ccccc4F)ccc3O[C@@H]2[C@H](CO)O1)NCC(F)(F)F,5.2,0.4
C[C@@H]1CCCCO[C@H](CN(C)C(=O)C2CCCCC2)[C@H](C)CN([C@H](C)CO)C(=O)c2cc(NS(=O)(=O)c3cn(C)cn3)ccc2O1,x,0.3
C[C@@H]1CN([C@H](C)CO)C(=O)CCCn2cc(nn2)CO[C@@H]1CN(C)C(=O)Nc1ccccc1F,1.6,0.9
CN(C)c1ccc2c(c1)[C@@H]1C[C@@H](CC(=O)NCCc3ccccc3)O[C@H](CO)[C@@H]1O2,-9.0,-1.7
Cc1ccc(S(=O)(=O)Nc2ccc3c(c2)C(=O)N([C@H](C)CO)C[C@@H](C)[C@@H](CN(C)C(=O)Nc2ccccc2)O3)cc1,15.5,0.3
CCC(=O)N(C)C[C@@H]1Oc2cc(C#CC3(O)CCCC3)ccc2S(=O)(=O)N([C@@H](C)CO)C[C@H]1C,x,0.2
C[C@H]1CN([C@@H](C)CO)S(=O)(=O)c2ccc(C3=CCCC3)cc2O[C@H]1CN(C)C(=O)c1ccc(F)cc1,-6.9,x
C[C@@H]1CN([C@H](C)CO)C(=O)c2cccc(NC(=O)c3ccc(-c4nccs4)cc3)c2O[C@H]1CN(C)Cc1ccc(Cl)c(Cl)c1,x,-0.4
C[C@H](CO)N1C[C@H](C)[C@H](CN(C)C(=O)Nc2ccc(C(C)(C)C)cc2)OCc2cnnn2CCCC1=O,x,-2.1
CCCNC(=O)N1C[C@H](C)[C@@H](OC)CN(C)C(=O)c2ccc(NS(C)(=O)=O)cc2OC[C@@H]1C,8.2,0.5
C=CCOC(=O)C1=C[C@H](c2csc3ccccc23)C[C@H](OCc2ccc(CO)cc2)O1,59.2*,x
CCCN1C[C@@H](C)[C@@H](OC)CN(C)C(=O)c2cc(NC(=O)c3ccc(F)cc3)ccc2OC[C@H]1C,-3.2,0.2
O=C1N[C@@H](Cc2ccccc2)C(=O)N2[C@@H]1C[C@@H](C(=O)NCc1ccc(F)cc1)[C@H]2c1cccc(OCCO)c1,4.4,x
COc1ccc(NC(=O)N(C)C[C@@H]2Oc3ccc(NC(=O)CCC(F)(F)F)cc3C(=O)N([C@@H](C)CO)C[C@@H]2C)cc1,4.6,0.2
CCCNC(=O)N(C)C[C@H]1Oc2cc(C#CC3CC3)ccc2S(=O)(=O)N([C@@H](C)CO)C[C@H]1C,14.2,0.1
C[C@H]1CN([C@@H](C)CO)S(=O)(=O)c2ccc(-c3ccc(F)cc3)cc2O[C@@H]1CN(C)Cc1cccc(F)c1,10.5,x
C[C@H](NC(=O)C[C@H]1C[C@@H]2c3cc(NS(=O)(=O)c4ccc(F)cc4)ccc3O[C@@H]2[C@H](CO)O1)c1ccccc1,0.5,-0.1
O=C(C[C@H]1C[C@H]2c3cc(NC(=O)C4CCOCC4)ccc3O[C@H]2[C@@H](CO)O1)NCCN1CCCCC1,-2.7,0.0
C[C@@H]1CN([C@@H](C)CO)C(=O)Cc2cc(NC(=O)CCC(F)(F)F)ccc2O[C@@H]1CN(C)S(=O)(=O)c1cccs1,x,0.9
Cc1noc(C)c1NC(=O)Nc1ccc2c(c1)C(=O)N([C@@H](C)CO)C[C@@H](C)[C@H](CN(C)S(=O)(=O)c1c(C)noc1C)OCCCC[C@H](C)O2,x,0.2
O=C(CSc1nnc(-c2ccncc2)n1-c1ccccc1)Nc1ccc(C(=O)O)cc1,1.9,-0.1
C[C@@H]1CN([C@H](C)CO)S(=O)(=O)c2ccc(-c3ccccc3)cc2O[C@H]1CN(C)Cc1cncnc1,x,-2.8
CO[C@@H]1CN(C)C(=O)c2cc(NC(=O)C3CCC3)ccc2OC[C@H](C)N(Cc2ccncc2)C[C@@H]1C,-11.0,0.1
CCn1c2ccccc2c2cc(NC(=O)CCCN3C(=O)CCC3=O)ccc21,12.8,0.1
C[C@H]1CN([C@@H](C)CO)S(=O)(=O)c2ccc(C#CC3CCCCC3)cc2O[C@@H]1CN(C)C(=O)Cc1ccncc1,-39.1,4.1
OCCN1CCN(CC(O)COc2ccc3c(c2)CCC3)CC1 (stereo unspecified),-13.9,0.0
Cc1noc(C)c1NC(=O)N(C)C[C@H]1OCCCC[C@@H](C)Oc2ccc(NS(=O)(=O)c3cn(C)cn3)cc2C(=O)N([C@@H](C)CO)C[C@@H]1C,x,3.6
C[C@@H]1CN([C@H](C)CO)C(=O)Cc2cc(NC(=O)CCN3CCOCC3)ccc2O[C@@H]1CN(C)S(=O)(=O)c1cccs1,x,-1.7
C[C@@H]1CN([C@@H](C)CO)C(=O)c2cc(NC(=O)Cc3ccccc3)ccc2O[C@@H]1CN(C)CC1CC1,-19.3,-0.5
C[C@@H]1CN([C@H](C)CO)C(=O)Cc2cc(NC(=O)CCN3CCOCC3)ccc2O[C@H]1CN(C)S(=O)(=O)c1cccs1,x,1.3
C[C@@H]1CN([C@H](C)CO)C(=O)Cc2cc(N(C)C)ccc2O[C@H]1CN(C)C(=O)Nc1ccc(F)cc1,x,0.1
CCCNC(=O)Nc1ccc2c(c1)OC[C@H](C)N(Cc1ccccc1)C[C@@H](C)[C@H](OC)CN(C)C2=O,-32.9,-0.4
CCCN1C[C@H](C)[C@@H](OC)CN(C)C(=O)c2ccc(NS(=O)(=O)c3ccccc3)cc2OC[C@H]1C,9.2,0.1
CC(C)NC(=O)N(C)C[C@@H]1OCCCC[C@H](C)Oc2ccc(NC(=O)Nc3ccc(C(F)(F)F)cc3)cc2C(=O)N([C@@H](C)CO)C[C@@H]1C,x,1.1
CC(=O)O[C@@H]1[C@@H](O)[C@H](C)O[C@@H](Oc2c(-c3ccc(O)cc3)oc3cc(O[C@@H]4O[C@@H](C)[C@H](O)[C@@H](O)[C@H]4O)cc(O)c3c2=O)[C@@H]1O,x,-0.4
Cc1ccc(-c2cnc3c(c2)C(=O)N([C@@H](C)CO)C[C@H](C)[C@H](CN(C)C(=O)c2ccc(F)cc2)O3)cc1,-1.2,x
COCC(=O)Nc1ccc2c(c1)[C@H]1C[C@H](CC(=O)N3CCOCC3)O[C@@H](CO)[C@H]1O2,-2.4,-0.9
c1ccc(-c2nnc(OCc3cccnc3)c3ccccc23)cc1,x,3.5
C[C@H](CO)N1C[C@H](C)[C@H](CN(C)C(=O)Nc2ccccc2)Oc2ncc(C3=CCCCC3)cc2C1=O,-15.5,x
CO[C@@H]1CN(C)C(=O)c2ccc(NC(C)=O)cc2OC[C@H](C)N(Cc2nccs2)C[C@@H]1C,-4.0,-0.2
CC(=O)c1c(C)nn(CC(O)COc2ccc3c(c2)CCC3)c1C (stereo unspecified),x,0.5
C[C@@H]1CN([C@@H](C)CO)C(=O)c2cc(NC(=O)Nc3ccc(F)cc3)ccc2O[C@@H](C)CCCCO[C@@H]1CN(C)C(=O)Cc1ccccc1,x,-0.2
Cc1noc(C)c1NC(=O)Nc1ccc2c(c1)C(=O)N([C@@H](C)CO)C[C@@H](C)[C@@H](CN(C)Cc1ccc(Cl)c(Cl)c1)O2,-1.8,-2.1
CO[C@H]1CN(C)C(=O)c2cc(NC(C)=O)ccc2OC[C@@H](C)N(C(=O)CN2CCOCC2)C[C@@H]1C,-10.3,-0.3

Continuation.
mol,PRC2 inh,IDH1 R132H inh
COc1cccc(S(=O)(=O)N[C@H]2CC[C@H](CCn3cc(-c4ccccn4)nn3)O[C@@H]2CO)c1,-9.6,-1.3
C[C@@H]1CN([C@H](C)CO)S(=O)(=O)c2ccc(C#CC3CC3)cc2O[C@H]1CN(C)C(=O)c1cnccn1,1.5,1.7
O=C(CN1CCCC1)Nc1sc2c(c1C(=O)Nc1ccc(Br)cc1)CCC2,-10.6,0.2
Cc1cc2c([nH]c3ccccc32)c2c1OC(C)(C)C=C2,x,0.3
COc1cc(NC(=O)C2c3ccccc3Oc3ccccc32)c(OC)cc1NC(=O)c1ccccc1,2.9,-0.6
COCC(=O)N1C[C@H](C)[C@@H](OC)CN(C)C(=O)c2cc(NC(=O)Nc3cccc(F)c3)ccc2OC[C@H]1C,7.1,-0.3
C[C@H](CO)N1C[C@H](C)[C@H](CN(C)C(=O)C2CC2)Oc2ncc(-c3cccc(F)c3)cc2C1=O,-0.1,-0.1
CC1CCC2(C)C(C(=O)O)=CCCC2C1(C)CCC1=CC(O)OC1=O (stereo unspecified),-21.2,0.3
Cc1ccc(S(=O)(=O)Nc2cccc3c2O[C@@H](CN(C)Cc2ccc4c(c2)OCO4)[C@@H](C)CN([C@@H](C)CO)C3=O)cc1,4.9,x
O=C(CCCCCC(=O)Nc1ccccc1O)N/N=C/c1cc(Br)cs1,10.0,0.8
CCC(=O)N1C[C@@H](C)[C@@H](OC)CN(C)C(=O)c2cc(NC(=O)COC)ccc2OC[C@@H]1C,2.3,-0.1
C[C@@H]1CN([C@H](C)CO)C(=O)c2cc(C#CCc3ccccc3)cnc2O[C@H]1CN(C)Cc1cccc(F)c1,x,0.5
Cc1nn(-c2ccccc2)c(CC(C)(C)C(=O)O)c1C(=O)O,-0.2,-0.4
C[C@H](CO)N1C[C@H](C)[C@H](CN(C)S(C)(=O)=O)Oc2ncc(C#CC3CCCCC3)cc2C1=O,x,-2.0
O=C(Nc1ccccc1)N[C@@H]1CC[C@@H](CCNS(=O)(=O)c2cccc(F)c2)O[C@H]1CO,-5.3,-0.3
C[C@@H]1CN([C@H](C)CO)C(=O)c2cc(NS(C)(=O)=O)ccc2O[C@@H](C)CCCCO[C@@H]1CN(C)C,-4.3,0.5
CCOc1ccccc1-c1nc(SCC(=O)Nc2ccc(I)cc2)n[nH]1,26.4,0.4
C/C=C/c1ccc2c(c1)O[C@H](CN(C)Cc1ccc(F)cc1)[C@H](C)CN([C@H](C)CO)S2(=O)=O,15.3,-2.6

An excerpt of these results, with values under each structure:
Second line of a record: PRC2 inh | IDH1 R132H inh
O=C(C[C@H]1C[C@@H]2c3cc(NC(=O)Nc4ccccc4F)ccc3O[C@@H]2[C@H](CO)O1)NCC(F)(F)F
 : 5.2 | 0.4
C[C@@H]1CCCCO[C@H](CN(C)C(=O)C2CCCCC2)[C@H](C)CN([C@H](C)CO)C(=O)c2cc(NS(=O)(=O)c3cn(C)cn3)ccc2O1
 : x | 0.3
C[C@@H]1CN([C@H](C)CO)C(=O)CCCn2cc(nn2)CO[C@@H]1CN(C)C(=O)Nc1ccccc1F
 : 1.6 | 0.9
CN(C)c1ccc2c(c1)[C@@H]1C[C@@H](CC(=O)NCCc3ccccc3)O[C@H](CO)[C@@H]1O2
 : -9.0 | -1.7
Cc1ccc(S(=O)(=O)Nc2ccc3c(c2)C(=O)N([C@H](C)CO)C[C@@H](C)[C@@H](CN(C)C(=O)Nc2ccccc2)O3)cc1
 : 15.5 | 0.3
CCC(=O)N(C)C[C@@H]1Oc2cc(C#CC3(O)CCCC3)ccc2S(=O)(=O)N([C@@H](C)CO)C[C@H]1C
 : x | 0.2
C[C@H]1CN([C@@H](C)CO)S(=O)(=O)c2ccc(C3=CCCC3)cc2O[C@H]1CN(C)C(=O)c1ccc(F)cc1
 : -6.9 | x
